MsrA inh: bovine MsrA inhibition; purified bovine MsrA, absorbance read-out; inhibition, % at 15.5 µM; hit rate 0.75% among 360,000; AID 651718; in the data active = inhibition above about 4.5%;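 also: 0% = vehicle wells with enzyme and 100% = reference inhibitor wells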
Rpn11 inh: Rpn11 (human) deubiquitinase inhibition; O00487; human 26S proteasome, Ub4-pepOG fluorescence polarization; 20S core pre-blocked with epoxomicin; calls only at 20 µM; hit rate 0.59% among 360,000; AID 588493;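 active = inhibition at 20 µM, scaled to each plate's controls, above about 33%, limit read from the data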
SUMO1-SIM PPI: modulators of human SUMO1-mediated protein-protein interactions; P63165; SUMO1 binding to a labelled peptide, TR-FRET, 1 h; inhibition, % at 20 µM; hit rate 0.33% among 360,000; AID 602429; in the data active = inhibition above about 37%
Target sequence (P63165 whole entry, looked up): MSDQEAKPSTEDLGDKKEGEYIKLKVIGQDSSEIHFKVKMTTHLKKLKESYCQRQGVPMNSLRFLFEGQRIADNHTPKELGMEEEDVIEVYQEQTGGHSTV
Scp-1 inhibitor: blocks human Scp-1 phosphatase activity. Recombinant Scp1, phosphopeptide, malachite green phosphate absorbance. inhibition, % at 20 µM. hit rate 0.88% among 340,000. AID 493091;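 active = inhibition above about 50% at 20 µM, limit read from the data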;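 also: plate controls were DMSO wells with enzyme for no effect and wells lacking enzyme for full effect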
Target sequence (Q9GZU7 76-261 limits assumed): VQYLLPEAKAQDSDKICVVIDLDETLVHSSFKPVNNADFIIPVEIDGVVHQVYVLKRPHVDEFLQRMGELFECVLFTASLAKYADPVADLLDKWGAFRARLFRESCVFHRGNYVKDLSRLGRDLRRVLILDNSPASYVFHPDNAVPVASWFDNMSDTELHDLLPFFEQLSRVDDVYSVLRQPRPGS
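System: truncated SCP-1 phosphatase (76-261aa); medium: Tris acetate buffer pH 5.5 with MgCl2 and Tween-20; incubation: 45 min room-temperature reaction, 5 min colour, 30 min stabiliser; compound: single 20 µM dose, 1% DMSO; reagent: Phosphorylated 17-residue peptide substrate; read-out: % inhibition at 20 µM; technique: colorimetric free-phosphate detection, absorbance 630 nm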
TbMetRS inhib: blocks T. brucei methionyl-tRNA synthetase activity | purified T. brucei MetRS, ATP depletion, Kinase-Glo luminescence | inhibition, % at 11.9 µM | hit rate 0.4% among 360,000 | AID 624268;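 active = inhibition above a per-plate cutoff of the control wells' mean inhibition plus 3 SD, cut at about 5.5% in these data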;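 also: 0% = DMSO wells median and 100% = median of wells with control inhibitor compound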
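Dosing: 11.9 µM single point; system: parasite MetRS enzyme; technique: luminescence of leftover ATP; times: 15 min enzyme-compound preincubation, 2 h reaction, 10 min detection, 25 °C; replicates: each compound tested once; read-out basis: percent inhibition relative to median high and low control wells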
CSN inh: blocks human CSN-mediated cullin deneddylation; Purified CSN, SCF-Nedd8-OG deneddylation, fluorescence polarization; inhibition, % at 12.5 µM; hit rate 0.38% among 360,000; AID 651999;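 active = pattern-corrected inhibition above about 35%, with an unprinted fluorescence ratio check between 0.5 and 1.5, limit read from the data, passing the limit was not always enough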;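 also: 0% = enzyme with substrate and 100% = substrate without enzyme; some results filed as inactive read as strong as hits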
Target sequence (Q92905 whole entry, looked up, one chain of several): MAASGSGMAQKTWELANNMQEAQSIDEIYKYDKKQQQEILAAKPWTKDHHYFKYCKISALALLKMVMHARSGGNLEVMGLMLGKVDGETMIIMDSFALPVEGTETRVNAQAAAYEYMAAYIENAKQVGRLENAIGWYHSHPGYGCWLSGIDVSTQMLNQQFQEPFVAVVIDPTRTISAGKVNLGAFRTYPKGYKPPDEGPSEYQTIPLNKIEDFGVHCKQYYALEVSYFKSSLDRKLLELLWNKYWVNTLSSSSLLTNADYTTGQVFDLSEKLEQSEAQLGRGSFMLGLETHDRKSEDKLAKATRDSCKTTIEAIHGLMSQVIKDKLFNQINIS
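assay system = purified human Csn5 enzyme expressed in HEK293T cells | amount = 0.24 nM enzyme | buffer or medium = Tris/NaCl/DTT buffer, pH 7.5 | reagent = 10 nM SCFSkp2-Nedd8OG | compound = one concentration, 12.5 µM, 0.25% DMSO | times = 90 min reaction at room temperature | signal = FP | read-out basis = % inhibition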
LMPTP inh: LMPTP (human) inhibition. P24666. inhibition, % at 20 µM. hit rate 0.22% among 360,000. AID 651560. recombinant LMPTP-A, OMFP fluorogenic substrate, fluorescence intensity;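 active = compounds that cut the enzyme signal by at least half of the control window in the single-dose screen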;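 also: plate controls were DMSO wells with enzyme plus substrate for no effect and substrate without enzyme for full effect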
Target sequence (P24666 whole entry, looked up): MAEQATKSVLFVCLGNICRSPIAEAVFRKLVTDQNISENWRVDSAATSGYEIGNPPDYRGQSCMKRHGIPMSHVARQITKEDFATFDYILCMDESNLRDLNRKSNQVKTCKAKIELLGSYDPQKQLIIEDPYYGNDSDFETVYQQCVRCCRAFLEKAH
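Test system: LMPTP-A, protein tyrosine phosphatase of low molecular weight; Input: 0.625 nM enzyme; Incubation: 50 min dark incubation at room temperature; Signal: endpoint fluorescence intensity from OMFP dephosphorylation; Read-out basis: % inhibition versus control wells.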
DNMT1 block: DNMT1 (human) enzyme inhibition; DNMT1 molecular beacon, Hinp1I cleavage, fluorescence; hit rate 0.83% among 360,000; inhibition (reported as % activation of signal), % at 10 µM; in the data active = inhibition above about 50%
NadD inh: NadD (S. aureus) enzyme inhibition | purified NadD enzyme, colorimetric absorbance read-out | inhibition, % at 20 µM | hit rate 0.78% among 360,000; in the data active = inhibition above about 26%; also: some compounds past the cut are filed as inactive
STEP inh: blocks human striatal-enriched tyrosine phosphatase. AID 588621. hit rate 0.25% among 360,000. recombinant STEP, OMFP fluorogenic substrate, fluorescence. P54829. inhibition, % at 20 µM;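 active = inhibition at 20 µM, scaled per plate between control wells, above about 37%, limit read from the data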;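 also: 0% = DMSO with enzyme and substrate and 100% = substrate only without enzyme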
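System: STEP phosphatase, cell-free reaction; Buffer or medium: Bis-Tris pH 6.0 buffer with DTT, detergent; Incubation: 20 min at room temperature, dark; Measured by: fluorescence, 480/540 nm.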
Active calls of the source: *; i = inactive; . = no result given.

Second line of a record – MsrA inh	Rpn11 inh	SUMO1-SIM PPI	Scp-1 inhibitor	TbMetRS inhib	CSN inh	LMPTP inh	DNMT1 block	NadD inh	STEP inh
> CCOc1ccccc1NC(=O)C12CC3CC(C1)CC(c1ccc(C)cc1)(C3)C2
  0.2	i	-1	-9	0.8	-1	4.1	8	2	4
> COc1cc(OC)cc(C2=Cc3ccccc3C(CC(C)=O)N2c2ccc(C#CC3(N)CCCCC3)cc2)c1 (centres undefined)
  -0.6	.	-80	.	-0.7	2	3.5	.	26	.
> COc1cc(NC(=O)C2CC(=O)NC3=C2C(=O)CC(C)(C)C3)c(OC)cc1Cl (centres undefined)
  0.8	i	0	-8	-0.8	-1	-0.3	0	-3	4
> CC(C)(C)[C@H]1COC(=O)CCCC/C=C\C[C@H](CC(=O)NCCO)C(=O)N1
  3.0	i	1	5	0.2	1	1.5	1	-2	0
> Clc1ccc2c(c1)C(c1cccs1)=NNC(c1cccnc1)=N2
  0.0	i	-6	-2	-0.2	-2	0.4	-9	8	-3
> OC(Cn1cncn1)c1ccc(Cl)cc1Cl (centres undefined)
  -1.9	i	-1	-3	-0.8	3	-1.4	2	4	1
> CC(C(=O)O)N1C(=O)CSc2ncccc21 (centres undefined)
  0.0	i	-1	0	-1.4	-2	-3.3	-1	-15	-2
> CCOc1ccc(-c2nc(-c3cccnc3)no2)cc1OCC
  0.4	i	2	-11	0.9	-5	0.3	0	1	1
> COc1ccc(/C=C2\OC(=O)c3c(OC)cccc32)cc1OC
  2.6	i	-16	-6	-0.2	5	1.8	-6	-13	3
> Cc1ccc(-c2noc(C3CCCN(S(=O)(=O)c4ccc(S(=O)(=O)N(C)C)cc4)C3)n2)o1 (centres undefined)
  -0.6	i	2	-5	-1.8	12	-1.0	16	8	-3
> CC1=C(C(=O)N(C)C)CC(CC(=O)NC(c2ccccc2)c2ccccc2)C(=O)N1Cc1ccc(C(C)(C)C)cc1 (centres undefined)
  -1.3	i	2	.	-1.1	4	2.4	-2	-3	8
> O=C(CN1C(=O)CCC1=O)Nc1ccc(S(=O)(=O)N2CCOCC2)cc1
  -0.3	i	-2	-2	0.1	-1	-0.6	6	1	0
> CN(CCOc1ccc(Cl)c(Cl)c1)Cc1ccccc1
  -0.9	i	-3	-8	0.3	8	0.0	1	-5	2
> O=C(Nc1nnc(SCC(=O)N2CCCCC2)s1)C1CCCCC1
  -0.6	i	1	5	-0.7	0	-0.6	3	-3	0
> Cc1nonc1C1CCCN1Cc1nc(-c2ccccc2Cl)oc1C (centres undefined)
  3.2	i	1	-3	-0.8	0	2.5	-6	-5	2
> Cc1nc2ccccc2n1-c1ccccc1
  0.2	i	4	-3	-0.2	1	1.5	2	-5	1
> Cc1c(C(=O)NNc2cc(=O)n(C)c(=O)n2C)cccc1[N+](=O)[O-]
  -0.2	i	-8	-6	0.1	-1	-1.5	-3	0	-2
> COc1ccc2nc(NC(=O)CSc3ccccc3)sc2c1
  -1.2	i	2	-5	-1.0	-3	-0.9	-6	-2	-1
> COc1ccc(S(=O)(=O)N(C)C[C@@H]2Oc3ccc(NS(C)(=O)=O)cc3C(=O)N([C@@H](C)CO)C[C@H]2C)cc1
  -0.7	i	-1	17	-0.2	-4	-2.3	4	0	-3
> COc1cc(CNC[C@H]2O[C@@H](n3ccc(N)nc3=O)[C@H](O)[C@@H]2O)ccc1OCc1cccc(Cl)c1
  1.0	i	-4	.	2.0	1	-1.0	2	-4	1

New compounds follow:
Second line of a record – MsrA inh	Rpn11 inh	SUMO1-SIM PPI	Scp-1 inhibitor	TbMetRS inhib	CSN inh	LMPTP inh	DNMT1 block	NadD inh	STEP inh
> O=c1ccc(-c2ccccc2)n[nH]1
  -0.3	i	-12	-7	-0.5	-2	-2.1	2	7	1
> COCCn1nnnc1CN(CCCN1CCOCC1)Cc1cc2c(C)ccc(C)c2[nH]c1=O
  1.0	i	-4	6	1.3	4	-1.8	-1	-1	0
> COc1ccccc1NS(=O)(=O)c1ccc(C)c(C(N)=O)c1
  -0.8	i	0	2	-0.5	-3	0.1	-1	-10	-5
> COC(=O)Cc1ccc(NC(=S)Nc2ccc(N3CCOCC3)cc2)cc1
  0.1	i	-3	8	-0.6	-2	2.3	-8	-5	1
> O=C(NC1CCCC1)c1ccc([N+](=O)[O-])s1
  2.9	i	-27	-4	-0.9	0	-1.6	-3	0	-3
> O=C1CCN(CCc2ccccc2)CCN1[C@H](CO)c1ccccc1
  0.4	i	-2	-6	-0.2	-5	-2.4	-1	1	2
> CCOCC(=O)N1CCN(c2ccc([N+](=O)[O-])cc2)CC1
  0.1	i	-22	1	-1.1	1	0.3	-1	2	-1
> Cn1nc(C(F)(F)F)c(C(=O)Nc2ccc(F)cc2F)c1Cl
  0.4	i	-4	-3	0.0	-7	-0.6	-2	-4	-2
> COc1ccc(S(=O)(=O)N(CC(=O)Nc2cccnc2)c2ccccc2OC)cc1
  -0.6	i	-1	-4	-0.1	0	-0.1	1	6	-2
> CC(=O)Nc1ccc(S(=O)(=O)N2CCN(C(=O)CCC3CCCC3)CC2)cc1
  0.6	i	-1	-3	-0.6	0	0.4	3	-2	-2
> O=C1C2C3C=CC(CC3)C2C(=O)N1/N=C/c1ccc(O)cc1 (centres undefined)
  2.2	i	-2	-5	0.1	5	-0.9	16	3	-1
> CCCNS(=O)(=O)c1ccc(CCC(=O)NCC2CCCO2)cc1 (centres undefined)
  0.0	i	1	-5	-0.4	-1	-0.7	-3	1	-1
> O=C(Nc1ccc(NC(=O)c2ccc([N+](=O)[O-])o2)cc1Cl)c1ccco1
  0.6	i	-15	-2	0.3	1	0.0	-3	6	1
> CC1Cc2ccccc2N1C(=O)CCN1C(=O)C2C3C=CC(C3)C2C1=O (centres undefined)
  3.3	i	0	-3	-0.1	-1	-0.8	0	4	0
> O=C(/C=C/c1ccccc1[N+](=O)[O-])NCc1ccc(Cl)cc1
  -0.1	i	-20	-8	-0.9	5	-0.6	-1	-2	-1
> CCNC(=S)NN=C1c2ccccc2-c2ccccc21
  0.1	i	-6	-14	-0.6	-10	1.2	1	-6	5
> COc1cc(OC)cc(C(=O)NCC2CCCN(C(=O)c3csc(C)n3)C2)c1 (centres undefined)
  -0.2	i	1	10	-0.6	3	-2.5	1	-4	-2
> O=C(NCC(=O)N1CCOCC1)c1ccc(Cl)cc1
  0.1	i	-1	-8	0.4	-4	-2.3	0	4	-1
> Cc1ccc(NS(=O)(=O)c2ccc(C(=O)N3CCC3)cc2)cc1
  0.2	i	0	-6	-0.1	-10	-2.0	0	-4	-2
> COc1ccc(N2CCN(C(=O)CSc3nc4ccccc4c(=O)[nH]3)CC2)cc1
  1.0	i	3	-5	1.1	-2	-1.6	1	-8	-1

Overlap with the part before: two entries; new compounds follow.
Second line of a record – MsrA inh	Rpn11 inh	SUMO1-SIM PPI	Scp-1 inhibitor	TbMetRS inhib	CSN inh	LMPTP inh	DNMT1 block	NadD inh	STEP inh
> Cc1ccc(NS(=O)(=O)c2ccc(C(=O)N3CCC3)cc2)cc1
  0.2	i	0	-6	-0.1	-10	-2.0	0	-4	-2
> COc1ccc(N2CCN(C(=O)CSc3nc4ccccc4c(=O)[nH]3)CC2)cc1
  1.0	i	3	-5	1.1	-2	-1.6	1	-8	-1
> C[C@H](CO)N1C[C@H](C)[C@@H](CN(C)S(=O)(=O)c2ccc(F)cc2)Oc2c(NC(=O)Nc3ccccc3)cccc2C1=O
  -0.5	i	6	1	3.4	-7	-0.1	-4	-5	-2
> Cc1cc(S(=O)(=O)N2CCN(CC(=O)N(C)Cc3ccccc3)CC2)ccc1Br
  0.4	i	7	11	-0.3	1	0.2	-2	4	-2
> CCN(CCCNC(=O)CN1C(=O)COc2ccccc21)c1ccccc1
  0.3	i	-4	-2	0.0	4	-0.1	1	-1	0
> Cc1ccc(/C(CSc2nccn2-c2ncc(C(F)(F)F)cc2Cl)=N\O)cc1
  8.6*	i	0	1	-0.3	1	-1.0	-3	-7	1
> N#CCCN1CCN(S(=O)(=O)c2ccc(S(=O)(=O)NCc3ccccc3)cc2)CC1
  -0.3	i	-1	-1	0.1	-2	0.3	0	3	2
> O=C(O)C1CCCCC1C(=O)NCc1ccccc1 (centres undefined)
  -1.2	i	-2	2	-0.3	0	-1.0	1	4	-2
> CCC(OC(=O)c1nsc(Cl)c1Cl)C(=O)NCCc1ccccc1 (centres undefined)
  -0.5	i	1	-6	0.0	-3	-1.0	0	-1	-2
> C=CCn1c(N2CCN(c3ccc(OC)cc3)CC2)nc2c1c(=O)n(C)c(=O)n2C
  -1.3	i	2	-3	0.9	0	-0.6	0	0	-1

Entries above that contain an aryl methoxy group (11):
Second line of a record – MsrA inh	Rpn11 inh	SUMO1-SIM PPI	Scp-1 inhibitor	TbMetRS inhib	CSN inh	LMPTP inh	DNMT1 block	NadD inh	STEP inh
> COc1cc(OC)cc(C2=Cc3ccccc3C(CC(C)=O)N2c2ccc(C#CC3(N)CCCCC3)cc2)c1 (centres undefined)
  -0.6	.	-80	.	-0.7	2	3.5	.	26	.
> COc1cc(NC(=O)C2CC(=O)NC3=C2C(=O)CC(C)(C)C3)c(OC)cc1Cl (centres undefined)
  0.8	i	0	-8	-0.8	-1	-0.3	0	-3	4
> COc1ccc(/C=C2\OC(=O)c3c(OC)cccc32)cc1OC
  2.6	i	-16	-6	-0.2	5	1.8	-6	-13	3
> COc1ccc2nc(NC(=O)CSc3ccccc3)sc2c1
  -1.2	i	2	-5	-1.0	-3	-0.9	-6	-2	-1
> COc1ccc(S(=O)(=O)N(C)C[C@@H]2Oc3ccc(NS(C)(=O)=O)cc3C(=O)N([C@@H](C)CO)C[C@H]2C)cc1
  -0.7	i	-1	17	-0.2	-4	-2.3	4	0	-3
> COc1cc(CNC[C@H]2O[C@@H](n3ccc(N)nc3=O)[C@H](O)[C@@H]2O)ccc1OCc1cccc(Cl)c1
  1.0	i	-4	.	2.0	1	-1.0	2	-4	1
> COc1ccccc1NS(=O)(=O)c1ccc(C)c(C(N)=O)c1
  -0.8	i	0	2	-0.5	-3	0.1	-1	-10	-5
> COc1ccc(S(=O)(=O)N(CC(=O)Nc2cccnc2)c2ccccc2OC)cc1
  -0.6	i	-1	-4	-0.1	0	-0.1	1	6	-2
> COc1cc(OC)cc(C(=O)NCC2CCCN(C(=O)c3csc(C)n3)C2)c1 (centres undefined)
  -0.2	i	1	10	-0.6	3	-2.5	1	-4	-2
> COc1ccc(N2CCN(C(=O)CSc3nc4ccccc4c(=O)[nH]3)CC2)cc1
  1.0	i	3	-5	1.1	-2	-1.6	1	-8	-1
> C=CCn1c(N2CCN(c3ccc(OC)cc3)CC2)nc2c1c(=O)n(C)c(=O)n2C
  -1.3	i	2	-3	0.9	0	-0.6	0	0	-1
